Source: PubChem BioAssay (The Scripps Research Institute Molecular Screening Center)
FBW7 act: human FBW7 E3 ligase activation, primary screen. Q969H0. AlphaScreen FBW7–phospho-cyclin E peptide binding, activator screen. normalized activity (activation), % at 26.1 µM. 650,000 tested, 0.13% active. AID 1259310; in the data active = normalized activity above about 1.9%;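 also: purified mutant Fbw7 with reduced substrate affinity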
MITF primary: inhibitors of human MITF. AlphaScreen MITF homodimerization, bead proximity signal. inhibition, % at 2.6 µM. 650,000 tested, 0.91% active. AID 1259374; in the data active = inhibition above about 50%;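 also: 0% = vehicle wells with protein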
Target sequence (O75030 whole entry, looked up): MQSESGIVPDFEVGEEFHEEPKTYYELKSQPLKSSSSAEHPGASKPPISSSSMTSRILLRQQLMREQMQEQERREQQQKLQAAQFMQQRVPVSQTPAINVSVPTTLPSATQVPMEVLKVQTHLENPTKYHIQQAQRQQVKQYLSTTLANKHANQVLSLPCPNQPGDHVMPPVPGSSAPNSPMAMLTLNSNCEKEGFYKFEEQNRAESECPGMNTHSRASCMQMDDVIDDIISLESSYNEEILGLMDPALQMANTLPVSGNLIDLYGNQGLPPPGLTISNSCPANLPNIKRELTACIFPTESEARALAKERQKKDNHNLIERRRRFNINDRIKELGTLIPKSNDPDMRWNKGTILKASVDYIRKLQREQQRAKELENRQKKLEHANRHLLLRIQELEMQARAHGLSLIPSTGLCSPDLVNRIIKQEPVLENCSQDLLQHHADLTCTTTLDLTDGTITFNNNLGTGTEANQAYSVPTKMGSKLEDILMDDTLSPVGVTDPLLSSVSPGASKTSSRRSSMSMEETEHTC
GPR151 activ: activates the human receptor GPR151; 650,000 tested, 1% active; activation, % at 11.2 µM; Q8TDV0; PathHunter beta-arrestin GPR151 cells, luminescence; in the data active = activation above about 4.9%;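 also: 0% = median of compound wells and 100% = cells with positive control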
Target sequence (Q8TDV0 whole entry, looked up): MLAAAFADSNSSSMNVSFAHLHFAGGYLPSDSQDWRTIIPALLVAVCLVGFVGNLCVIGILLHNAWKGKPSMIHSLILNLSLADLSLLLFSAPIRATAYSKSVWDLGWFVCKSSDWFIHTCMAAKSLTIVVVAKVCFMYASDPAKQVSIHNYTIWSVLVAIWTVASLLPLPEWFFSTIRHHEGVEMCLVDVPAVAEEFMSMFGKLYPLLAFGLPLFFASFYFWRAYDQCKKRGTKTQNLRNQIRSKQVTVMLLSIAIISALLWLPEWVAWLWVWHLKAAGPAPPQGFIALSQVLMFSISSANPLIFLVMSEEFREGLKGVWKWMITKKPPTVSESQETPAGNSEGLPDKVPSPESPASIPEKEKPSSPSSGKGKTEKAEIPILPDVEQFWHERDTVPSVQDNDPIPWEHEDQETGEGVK
TEAD-YAP inh: TEAD-YAP interaction inhibition. HEK-TIYL cells, TEAD-Gal4/YAP UAS-luciferase luminescence. inhibition, % at 9.12 µM. AID 1259422. 640,000 tested, 1.4% active; in the data active = inhibition above about 32%;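 also: 0% = median of test compound wells and 100% = reference inhibitor wells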
Numbers without * were called inactive.

SMILES	FBW7 act	MITF primary	GPR151 activ	TEAD-YAP inh
CCCCC(=O)Nc1cccc(-c2nc3ncccn3c2C)c1	0.3	-11	-1.6	-2
CCCN1CCc2c(C(=O)OC)c(OCCc3ccccc3F)cc(=O)n2CC1	-0.3	-9	-0.3	-6
Cc1ccc(OCCNS(=O)(=O)c2cccs2)cc1	0.1	6	0.3	-5
COc1ccc(-c2noc(CC(=O)N(C)CCC#N)n2)cc1	-0.2	-7	0.0	2
Cc1ccc(C(=O)CN(C(=O)c2cccc([N+](=O)[O-])c2)N2C(=O)c3ccccc3C2=O)cc1	-0.1	-14	-0.5	-8
CN(C)c1ccc(C(=O)OCC(=O)c2ccc(Br)s2)cc1	0.7	4	-1.1	2
c1ccc(Cn2nnnc2CN2CCCC2)cc1	-0.2	-4	0.1	-2
COc1ccc(C2Nc3ccccc3C(=O)N2c2ccc(C)cc2)cc1CN1C(=O)c2ccccc2C1=O (centres undefined)	0.0	6	0.6	-73
Cc1cncc2cccc(NC3CCNC3)c12 (centres undefined)	-0.1	8	0.5	69*
Cc1cc2c(=O)n(CC(=O)NCCCN3CCOCC3)cnc2s1	-0.1	4	0.4	4
COc1ccccc1N(C(=O)c1csnn1)C(C(=O)NC(C)(C)C)c1cccs1 (centres undefined)	0.2	-1	-0.7	0
Cc1ccc(CNS(=O)(=O)c2cc(C(=O)Nc3ccc(F)c(F)c3)ccc2F)cc1	0.0	3	0.0	2
CN(C)CCn1c(=S)[nH]c2ccc(Cl)cc2c1=O	-0.1	7	0.0	-6
COc1ccc(N2C(=O)c3ccc(-c4nc5ccccc5c(=O)o4)cc3C2=O)cc1OC(C)=O	0.1	-9	0.0	-5
CCOC(=O)c1[nH]c(C)c(Br)c1C	-0.1	2	0.2	-1
COc1ccc(C(=O)Nc2cccc(C)c2)cc1S(=O)(=O)N1CCOCC1	0.8	19	-0.6	-5
CCOc1ccc(N2CCCn3c2nc2c3c(=O)n(CCN3CCCCC3)c(=O)n2C)cc1	0.2	-3	-1.5	-7
CCOc1ccc(N2CC(C(=O)Nc3c(C)cc(C)cc3C)CC2=O)cc1 (centres undefined)	0.2	9	-0.2	1
CCC(C)NC(=O)CCc1c(C)nc2cc(-c3ccccc3OC)nn2c1C (centres undefined)	0.0	-2	3.4	4
O=C(Nc1ccccc1Cl)c1cnn2c1NC(c1ccco1)CC2C(F)(F)F (centres undefined)	0.2	14	-1.0	-1
COc1ccccc1NC(=S)NC(CO)C(O)c1ccc([N+](=O)[O-])cc1 (centres undefined)	0.1	1	-1.2	2
CC(=O)NC1(c2ccc(F)cc2)CCN(C(=O)c2cccs2)CC1	0.0	1	-0.8	-5
COc1ccc(C2CC(=O)C3=C(C2)Nc2ccccc2NC3c2ccc(SC)cc2)cc1 (centres undefined)	0.0	9	0.3	-8
Cc1cc(C)c(NC(=O)CSc2nc3[nH]ncc3c(=O)[nH]2)c(C)c1	-0.2	-4	2.9	-7
Cc1nn(C)c(C(=O)Nc2cccnc2Cl)c1[N+](=O)[O-]	0.1	0	-0.3	2
Cc1cccc(C)c1NC(=O)C1(N2CCc3ccccc32)CCCCC1	-0.1	1	-1.0	-3
Cc1cc2n(n1)c1cc(C)nn1c1cc(C)nn21	0.1	-5	-0.7	3
COCCNC(=O)c1cc(S(=O)(=O)N2CCOCC2)ccc1C	0.0	1	2.9	-1
COc1ccc(Nc2ccc(N3C(=O)CCC3=O)cc2[N+](=O)[O-])cc1OC	-0.1	6	-0.6	4
Cc1ccc(-c2nnc(Nc3ccc(C(=O)N(C)C)cc3)c3ccccc23)cc1S(N)(=O)=O	-0.1	-6	1.3	-16
COc1ccc(OC)c(NC(=O)COc2cc(C)ccc2C(C)(C)C)c1	-0.1	3	2.5	-2
Cc1cc([N+](=O)[O-])ccc1NCc1ccc2c(c1)OCCO2	-0.1	-4	0.7	1
O=C(CCC1CCCCC1)Nc1c2c(nn1-c1cccc(Cl)c1)CS(=O)C2 (centres undefined)	0.1	13	-0.1	-1
COCC(C)NS(=O)(=O)c1ccccc1 (centres undefined)	-0.1	-3	-0.2	5
COc1ccc(-c2noc(CSCC(=O)Nc3ccc(C(C)C)cc3)n2)cc1OC	0.1	-3	3.9	-11
O=C(CSc1nnc(-c2ccc(Cl)cc2)c(-c2ccc(Cl)cc2)n1)NCc1ccccc1Cl	-0.2	1	-1.8	5
Cc1ccc(C(=O)NCc2cccs2)cc1C	-0.4	2	-0.4	-26
COc1ccc(CCNc2nc(Nc3cccnc3)nc3nc[nH]c23)cc1	0.0	14	-1.2	41*
O=C(O)c1ccc2c(c1)C(=O)N(c1ccc(Cl)c(NC(=O)c3cccs3)c1)C2=O	-0.1	13	0.4	-4
N#CC(C(N)=S)=C1CCC(c2ccccc2)CC1 (centres undefined)	-0.1	3	-0.6	1
C=CCNC(=S)N(C1CCS(=O)(=O)C1)N(C)C (centres undefined)	0.2	6	0.2	-6
CCOc1ccccc1C(=O)Nc1ccccc1C	0.0	3	0.4	11
CN1CCN(CCCNC(=O)c2cn(-c3ccc(F)cc3F)c(=O)c3ccccc23)CC1	0.2	8	-0.5	-10
Cc1cccc(N2CCN(c3ccc(C(=O)Nc4ccc(C(F)(F)F)cc4)cc3[N+](=O)[O-])CC2)c1C	-0.2	-4	1.0	-1
CCN=c1scc(-c2ccccc2F)n1/N=C/c1cccnc1	0.2	13	0.1	6
O=C(CCSCc1ccccc1F)NCCc1ccccc1	0.0	-5	-0.5	3
CCc1ccccc1NC(=O)C1Sc2nnc(C)n2NC1c1ccc(C)cc1 (centres undefined)	-0.1	-5	-0.4	-5
C=CC(=O)Oc1cccc(N2C(=O)c3cccc([N+](=O)[O-])c3C2=O)c1	0.1	11	-0.4	-4
Nc1nnnn1/N=C/c1ccccc1Cl	-0.2	-3	1.0	-6
CNc1cc(NCc2cc(OC)c(OC)c(OC)c2)ncn1	-0.2	1	-0.3	-2
N#Cc1c(N)n(CCOC(=O)c2cccc([N+](=O)[O-])c2)c2nc3ccccc3nc12	0.4	20	-2.1	10
CC(=O)Nc1ccc(C(=O)N2CCCCC2)cc1	0.1	5	0.6	3
C=COCCNC(=O)C(=O)Nc1ccccc1	0.0	0	1.1	-35
O=C(CSc1nc2ccc(NC(=O)c3ccc(Cl)cc3Cl)cc2s1)NCC1CCCO1 (centres undefined)	0.8	21	-0.5	-33
CCOc1ccc(C(=O)NC2CCN(S(=O)(=O)CC)CC2)cc1	0.1	15	0.1	1
O=C(Nc1cc(C(F)(F)F)ccc1Cl)c1ccc(Cl)cc1Cl	0.1	-3	1.6	8
COc1ccc(OC(=O)c2ccc(OC)c(Br)c2)cc1	-0.1	-2	0.0	4
Cc1ccc(S(=O)(=O)NCc2nnc(NC(=O)c3ccc(Br)cc3)s2)cc1	0.2	0	0.1	0
CC(C)OCc1cc(CN2CCOCC2)c(O)c2ncccc12	-1.1	94*	-2.9	6
O=c1oc(-c2ccccc2Br)nc2cc(Cl)ccc12	0.1	2	0.7	1

The results go on.
The line under a structure holds: FBW7 act | MITF primary | GPR151 activ | TEAD-YAP inh
> Cc1ccsc1C1CC(=O)NC(SCC(=O)OCc2ccccc2)=C1C#N (centres undefined)
 : -0.1 | 4 | 0.6 | -3
> CCNc1cc(C(=O)NCCCN2CCCC2=O)ccn1
 : 0.4 | 22 | -0.5 | -2
> CC(C)CN1C(=O)C(=O)C2=C(c3ccoc3)OC3(O)c4ccccc4C(O)(O)C213 (centres undefined)
 : -0.3 | 2 | -1.1 | 1
> C=CCNC(=S)Nc1ccc(N)cc1 (tested in a mixture with another compound)
 : 0.0 | 46 | 0.2 | -4
> COc1cc(O)c(C(C)=O)c(OC)c1
 : 0.0 | -6 | -1.6 | 6
> Cc1cc(C)cc(NC(=O)c2ccc3c(=O)n(Cc4ccccc4)c(SCc4cccc([N+](=O)[O-])c4)nc3c2)c1
 : -0.1 | -3 | -1.8 | -4
> COc1ccc(NS(=O)(=O)c2ccc(NC(=S)NCC3CCCO3)cc2)cc1 (centres undefined)
 : 0.0 | 5 | 0.6 | 0
> COc1cc(OC)nc(CN2CCN(C=O)CC2)n1
 : -0.1 | 7 | -1.6 | 8
> COc1ccc(C)cc1NS(=O)(=O)c1ccc(NC(=O)c2ccc(F)cc2)cc1
 : 0.0 | -8 | 4.2 | 16
> COc1ccc(OC)c(CNc2ncc(-c3cccc(Cl)c3)n2C)c1
 : 0.1 | 37 | -1.2 | 45*
> COc1ccc(-c2cc(C(F)(F)F)n3nc(C(=O)Nc4ccc5oc(-c6ccccc6)nc5c4)cc3n2)cc1
 : 0.0 | 13 | 0.9 | -6
> Cc1ccc2cc(CN(Cc3cccnc3)Cc3nnnn3CC3CCCO3)c(=O)[nH]c2c1 (centres undefined)
 : -0.1 | 11 | 0.8 | 3
> COc1ccccc1Cn1cccc1C=O
 : -0.2 | -5 | 0.1 | -6
> CC(C)CC(=O)Nc1cc(-c2nc3ncccc3o2)ccc1Cl
 : 0.3 | 17 | 0.8 | 11
> Cn1nnc2c(NC3CCOC(C)(C)C3)nc(Cc3ccc(Cl)cc3Cl)nc21 (centres undefined)
 : -0.2 | -3 | 1.4 | -1
> Cc1ccsc1/C=N/NS(=O)(=O)c1ccc(Br)cc1
 : 0.0 | 0 | 1.1 | -2
> CNC(=O)c1cc(F)c(F)cc1Nc1cc(Nc2ccc(N3CCOCC3)cc2OC)ncc1C(F)(F)F
 : 0.0 | -1 | 0.4 | 6
> N#Cc1nc(-c2ccc(F)cc2)oc1NC1CC1
 : -0.2 | -15 | 1.8 | -51
> O=C(CCCNC(=O)OCc1ccccc1)OCN1C(=O)c2ccccc2C1=O
 : 0.0 | -4 | 0.6 | 4
> CCOC(=O)C(=O)NNS(=O)(=O)c1ccc(C)cc1
 : 0.0 | 5 | 3.0 | 10

Whole records as entered above. Screens in order: FBW7 act | MITF primary | GPR151 activ | TEAD-YAP inh
CC(C)CC(=O)Nc1cc(-c2nc3ncccc3o2)ccc1Cl is listed as 0.3 | 17 | 0.8 | 11
CCOC(=O)C(=O)NNS(=O)(=O)c1ccc(C)cc1 is listed as 0.0 | 5 | 3.0 | 10
Cc1ccc2cc(CN(Cc3cccnc3)Cc3nnnn3CC3CCCO3)c(=O)[nH]c2c1 (centres undefined) is listed as -0.1 | 11 | 0.8 | 3
COc1ccc(-c2cc(C(F)(F)F)n3nc(C(=O)Nc4ccc5oc(-c6ccccc6)nc5c4)cc3n2)cc1 is listed as 0.0 | 13 | 0.9 | -6
CNC(=O)c1cc(F)c(F)cc1Nc1cc(Nc2ccc(N3CCOCC3)cc2OC)ncc1C(F)(F)F is listed as 0.0 | -1 | 0.4 | 6

New compounds follow:
The line under a structure holds: FBW7 act | MITF primary | GPR151 activ | TEAD-YAP inh
> O=[N+]([O-])c1cc(C(F)(F)F)ccc1NCCNC(=S)Nc1ccc(Cl)cc1
 : -0.2 | 7 | -0.4 | 12
> O=C1/C(=C/c2ccccc2O)SC(=S)N1Cc1ccco1
 : 0.0 | 14 | 0.5 | 16
> COc1ccc(-c2nnc3ccc(SCC(=O)O)nn23)cc1OC
 : 0.1 | 8 | 0.5 | -1
> Cc1cc(Br)ccc1NC(=O)CCCOc1ccc(Cl)cc1Cl
 : 0.0 | 0 | 1.0 | -1
> COc1ccc(Cl)cc1NC(=S)N(CCCN1CCCC1)Cc1ccco1
 : 0.1 | -2 | -1.2 | 7
> CC(=O)C1=C(c2cccc([N+](=O)[O-])c2)N(C(C)=O)n2c(nnc2C2CCCCC2)S1
 : 0.0 | 7 | 2.2 | -3
> CCOC(=O)c1c(NC(=O)CCN2C(=O)c3ccccc3C2=O)sc2c1CCC2
 : 0.1 | -14 | -0.8 | 4
> COc1ccc(NC(=O)c2c(C)c(Cl)c(C)[nH]c2=O)cc1
 : 0.0 | 3 | -0.8 | -4

Six entries drawn at random from those above:
The line under a structure holds: FBW7 act | MITF primary | GPR151 activ | TEAD-YAP inh
> O=C1/C(=C/c2ccccc2O)SC(=S)N1Cc1ccco1
 : 0.0 | 14 | 0.5 | 16
> COc1ccc(NC(=O)c2c(C)c(Cl)c(C)[nH]c2=O)cc1
 : 0.0 | 3 | -0.8 | -4
> CC(=O)C1=C(c2cccc([N+](=O)[O-])c2)N(C(C)=O)n2c(nnc2C2CCCCC2)S1
 : 0.0 | 7 | 2.2 | -3
> Cc1cc(Br)ccc1NC(=O)CCCOc1ccc(Cl)cc1Cl
 : 0.0 | 0 | 1.0 | -1
> CCOC(=O)c1c(NC(=O)CCN2C(=O)c3ccccc3C2=O)sc2c1CCC2
 : 0.1 | -14 | -0.8 | 4
> COc1ccc(-c2nnc3ccc(SCC(=O)O)nn23)cc1OC
 : 0.1 | 8 | 0.5 | -1
